# D3 antag – antagonists of human D3 dopamine receptor; P35462; AID 652054; max response, negative = inhibition, %; D3R cells, DiscoveRx beta-arrestin luminescence, antagonist mode; hits give low values; hit rate 2.5% among 360,000; in the data active = max response below about -50%; inconclusive = no clear call, values can overlap the other calls; also: % is scaled to controls: 0 for no effect and ±100 for the full control effect; mostly tested at two doses, the higher about 12 µM
# Target sequence (P35462 whole entry, looked up): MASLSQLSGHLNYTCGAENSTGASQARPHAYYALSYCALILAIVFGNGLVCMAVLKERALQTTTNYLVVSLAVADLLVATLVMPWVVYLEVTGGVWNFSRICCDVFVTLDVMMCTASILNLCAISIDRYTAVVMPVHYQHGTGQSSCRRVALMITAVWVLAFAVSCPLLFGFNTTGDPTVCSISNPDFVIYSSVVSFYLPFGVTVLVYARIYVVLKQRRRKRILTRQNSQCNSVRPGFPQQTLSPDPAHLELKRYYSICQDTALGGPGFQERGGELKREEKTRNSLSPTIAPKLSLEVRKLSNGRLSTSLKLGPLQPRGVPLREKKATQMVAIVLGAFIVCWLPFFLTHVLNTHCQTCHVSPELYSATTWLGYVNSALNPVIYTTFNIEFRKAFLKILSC
#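 Cells plated overnight at 1500 cells/well, then exposed to library compounds with dopamine controls for 90 minutes at 37 degrees C. DiscoveRx reagent added for 30–60 minutes at room temperature; luminescence read, quantitative HTS format.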
# Abeta rescue – restores growth of yeast expressing A-beta42 peptide | yeast expressing A-beta42, growth rescue, OD600, 48 h; response scale: 0% DMSO, 100% iron-clioquinol control | Potency, µM (doses to about 46.1 µM), for the others: top-dose growth rescue, hits mostly activators | hit rate 0.063% among 410,000; also: potency is read from the fitted curve at half-maximal effect; nearly all actives have a fitted effect of over 55% in size
#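 Yeast A-beta toxicity model in growth medium with pinned compounds, 48 h at 30 C; growth read as absorbance at 600 nm. Normalized to FeCl3/clioquinol equimolar mix (positive) and DMSO (negative).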
# EPAC2 antag – EPAC2 (human) antagonism. hit rate 0.18% among 360,000. AID 720708. EPAC2 GEF exchange of Rap1B-BODIPY-GDP, fluorescence. Q8WZA2. Potency, µM (highest dose often 114 µM), inactives show at the highest dose activity, negative = inhibition, usual class: inhibitors; also: potency is read from the fitted curve at half-maximal effect; % is scaled to controls: 0 for no effect and ±100 for the full control effect; nearly all actives have a fitted effect of over 45% in size; many of its hits are not listed in these tables
# D3 ag – D3 dopamine receptor (human) agonism | D3R DiscoveRx beta-arrestin cells, luminescence, 90 min | max activation, % | hit rate 0.58% among 410,000 | AID 652048 | P35462; in the data active = max activation above about 30%; also: 0% is about no effect; mostly tested at two doses, the higher about 12 µM
#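 Cells at 1500/well, incubated overnight, then treated with pinned compounds (dopamine as control) for 90 min at 37 degrees C. DiscoveRx reagent added for 30 - 60 minutes at room temperature; luminescence read.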
# EPAC2 agonist – EPAC2 (human) agonism | Q8WZA2 | EPAC2 activation, biochemical qHTS; response scale: 100% = 6.5 mM cAMP response | Potency, µM (doses to about 154 µM), inactives show top-dose activation, most hits filed as activators | hit rate 0.079% among 360,000 | AID 720711; also: potency is read from the fitted curve at half-maximal effect; nearly all actives have a fitted effect of over 50% in size
#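 Fluorescence exchange assay: 100 nM EPAC2 with 250 nM RAP1B-BODIPY-GDP and 50 uM GDP; compounds tested as a concentration-titration series (qHTS). Loss of Rap1-bound BODIPY-GDP fluorescence read at 480/540 nm; data normalized to 6.5 mM cAMP.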
# TDP-43 yeast inh – inhibitors of TDP-43 toxicity in yeast | hit rate 1.8% among 410,000 | TDP-43 expressing yeast growth rescue, BacTiter-Glo, 24 h | AID 652104 | Potency, µM (doses to about 46.1 µM), inactives show top-dose growth rescue (activation), most hits filed as activators; also: potency is read from the fitted curve at half-maximal effect; % of control where 0% means no effect; nearly all actives have a fitted effect of over 50% in size
#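 Readout is BacTiter-Glo luminescence of cell growth, so inhibitors register as activators. TDP-43-expressing yeast at OD600=0.02 in galactose medium, after raffinose pregrowth to mid-log, were incubated with compound for 24 hr at 30 deg C.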
# FUS yeast rescue – rescues growth of FUS-expressing yeast; hit rate 0.24% among 390,000; Potency, µM (series often up to 76.6 µM), for the others: at the top dose growth rescue (activation), hits mostly activators; AID 1347120; S. cerevisiae FUS-expressing, growth rescue, OD600, 24 h;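 also: potency is read from the fitted curve at half-maximal effect; plate controls were DMSO vehicle for no effect and reference control for full effect; nearly all actives have a fitted effect of over 55% in size; some results filed as inactive show a strong effect at the top dose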
#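 Galactose (2%) drives FUS expression in yeast precultured in raffinose; seeding density OD 0.005. Test compounds incubated 24hr at 30C and 99% humidity before absorbance at 600 nm was measured.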
# aSyn rescue – rescues yeast growth from alpha-synuclein toxicity | AID 652106 | hit rate 0.14% among 370,000 | Potency, µM (highest dose often 46.1 µM), inactives show top-dose growth rescue (activation), hits mostly activators | Yeast expressing alpha-synuclein, growth rescue, BacTiter-Glo, 24 h; also: potency is read from the fitted curve at half-maximal effect; % of control where 0% means no effect; nearly all actives have a fitted effect of over 65% in size
#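 Screening used galactose-induced yeast with toxic alpha-synuclein levels, exposed to compound for 24 hr at 30 deg C. Cell growth, read with BacTiter-Glo luminescence, gave the measured signal.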
# An asterisk follows results filed as active; ? = inconclusive; . = no result given; & = joins results of further samples; [ ] = remark or other dose. Unless noted, calls follow the shape of the dose curve; as a rule, active = well fitted curve in the direction sought with a large enough effect; inconclusive = small, poorly fitted or top-dose-only effect, or another doubt; inactive = no such curve, though single readings can be large; an effect the other way counts as inactive or inconclusive.
SMILES,D3 antag,Abeta rescue,EPAC2 antag,D3 ag,EPAC2 agonist,TDP-43 yeast inh,FUS yeast rescue,aSyn rescue
COc1ccc2[nH]cc(CCNS(=O)(=O)c3ccccc3)c2c1,0.4,-12.0%,-14.1%,1.1,3.6%,17.3%,28.9%,6.1%
CCCCN(C)S(=O)(=O)c1ccc(C(=O)Nc2ccc(-c3nc4ccc(C)cc4s3)cc2)cc1,.,-13.9%,.,-23.2,.,2.0%,-17.2%,.
Cc1ccc(S(=O)(=O)N2CCN(C(=O)c3cc(S(=O)(=O)N(C)C)ccc3N3CCCC3)CC2)c(C)c1,7.7,-0.7%,15.2%,0.2,9.0%,-31.9%[inhibitor],?,-0.9%
Cn1c(Cl)cnc1C(O)c1ccccc1 (stereo unspecified),-14.5,15.7%,10.5%,0.6,4.1%,3.1%,-11.3%,-10.8%
CC1Oc2ccccc2C=C1C1/C(=C(/O)c2ccccc2)C(=O)C(=O)N1CCCN(C)C (stereo unspecified),-27.0,10.2%,11.9%,1.2,1.2%,-2.8%,17.5%,-1.7%
COc1ccccc1-c1cc2nc(NCCOc3ccccc3)ccn2n1,-7.7,-0.2%,5.8%,1.3,18.0%,25.1µM*,37.5%,13.5%
CCN1CCN(CCC(=O)Nc2ccc(F)c(F)c2)CC1,20.7,-8.5%,-2.8%,0.7,-1.9%,-16.6%,-15.1%,-2.0%
COCCNC(=O)C(c1ccc(C)cc1)N(Cc1ccco1)C(=O)CCC(=O)Nc1ccccn1 (stereo unspecified),-89.5*,9.1%,10.5%,-9.8,3.4%,-4.6%,4.0%,-6.6%
COc1cc(C)ccc1S(=O)(=O)NC(=O)C1(C)CCN1C(=O)Cc1ccc(C(C)(C)C)cc1 (stereo unspecified),-15.2,2.2%,3.3%,5.5,-4.1%,9.2%,?,15.9%
COc1ccc([N+](=O)[O-])cc1NC(=O)c1ccccc1SC,-8.8,21.8%,-2.7%,1.0,8.7%,3.9%,13.1%,1.8%

# An excerpt from above, reduced to aSyn rescue, D3 ag and EPAC2 agonist.
SMILES,aSyn rescue,D3 ag,EPAC2 agonist
COc1ccccc1-c1cc2nc(NCCOc3ccccc3)ccn2n1,13.5%,1.3,18.0%
CCN1CCN(CCC(=O)Nc2ccc(F)c(F)c2)CC1,-2.0%,0.7,-1.9%

# Following part:
SMILES,D3 antag,Abeta rescue,EPAC2 antag,D3 ag,EPAC2 agonist,TDP-43 yeast inh,FUS yeast rescue,aSyn rescue
COc1ccccc1Cc1c(-c2ccccc2)nc2ccc(Br)cn12,20.8,-11.8%,-18.3%,18.1,5.6%,35.5µM*,19.6%,-1.1%
Cc1ccc(CNn2cn[nH]c2=S)cc1,6.4,15.3%,2.5%,5.5,8.7%,18.6%,9.1%,0.7%
CCCCC(=O)N(C)c1c(CC)nc2c(OCC(=O)N(C)C)cccn12,7.0,-11.3%,5.9%,0.3,0.8%,14.1%,-17.9%,-6.7%
COC(=O)CC1Sc2ccccc2NC1=O (stereo unspecified),-4.8,4.2%,-7.2%,-8.0,10.0%,-2.7%,?,-2.1%
COc1ccc(-c2nc(S(=O)(=O)c3ccccc3)c(N3CCC(C)CC3)o2)cc1,.,-6.4%,.,-20.7,.,?,5.0%,.
COc1ccc(C(=O)CCN2CCN(c3ccc(OC)cc3)CC2)cc1,-15.4,-6.0%,8.9%,-30.7,4.0%,-17.6%,10.7%,-20.1%
CCOC(=O)Cn1c(=O)c(F)cn(Cc2ccc(OC)c([N+](=O)[O-])c2)c1=O,2.7,-6.4%,6.6%,-8.7,4.3%,-6.5%,7.1%,-5.4%
CCC(=NCCc1ccc(OC)c(OC)c1)C1=C(O)CC(C)(C)CC1=O,3.1,-8.9%,6.5%,4.2,11.2%,-16.8%,-1.8%,-3.2%
N#Cc1c(/N=C/c2ccc(-c3ccccc3C(=O)O)o2)sc2c1CCCC2,0.9,-8.3%,-20.2%,20.8,7.8%,-1.2%,24.8%,0.9%
CCOc1ccc(CNC(=O)c2ccc(Sc3ccc(C)cc3)c(NC(C)=O)c2)cc1OC,12.4,17.6%,-13.1%,0.0,12.0%,?,?,4.8%
Cc1ccc2c(C(=O)N3CCN(c4ccccc4)CC3)cc(-c3cccnc3)nc2c1C,5.2,27.3%,-10.5%,8.5,-13.3%,?,25.3%,9.9%
CCn1ccc(C(=O)Oc2ccc(Cl)cc2)n1,5.3,-1.1%,-1.0%,-0.2,4.7%,6.4%,-6.7%,5.0%
CC(C)n1nnnc1SCC(=O)N1CCN(Cc2ccc3c(c2)OCCO3)CC1,16.8,-5.7%,4.7%,1.3,1.8%,8.8%,-2.5%,7.4%
CC(=O)c1cccc(NC(=O)c2cccc3c(-c4cnn(C)c4)coc23)c1,118.0,19.6%,2.3%,6.2,6.0%,5.6%,9.3%,2.2%
CCNC(=S)NNC(=O)CCn1c2ccccc2c2ccccc21,-4.1,2.4%,-9.1%,-7.9,-9.7%,-2.8%,23.9%,-7.0%
CC(C)CC(=O)Nc1nc(=S)ss1,-7.3,-5.5%,-4.0%,1.4,13.0%,-9.6%,-20.5%,-17.8%
Cc1ccc(NC(=O)c2c(Cl)nc3ccccn23)cc1,5.4,-0.6%,-1.1%,9.3,1.8%,-14.3%,-5.1%,0.6%
Cc1cccc(OCc2nn[nH]n2)c1C,-11.8,-10.3%,2.2%,67.7*,4.0%,24.2%,24.7%,-3.4%
Cc1cccc(N2CCN(C(=O)c3cc4ccc5cccnc5c4[nH]3)CC2C)c1 (stereo unspecified),.,-16.5%,.,3.8,.,8.91µM*,?,.
Cc1cc(C)c(OCCOCCN2CCNCC2)c(C)c1,?,-8.0%,16.0%,-6.6,3.7%,-19.0%,4.3%,-0.8%

# Single records (already shown):
# Cc1ccc(NC(=O)c2c(Cl)nc3ccccn23)cc1 is entered as D3 antag = 5.4; Abeta rescue = -0.6%; EPAC2 antag = -1.1%; D3 ag = 9.3; EPAC2 agonist = 1.8%; TDP-43 yeast inh = -14.3%; FUS yeast rescue = -5.1%; aSyn rescue = 0.6%
# Cc1ccc2c(C(=O)N3CCN(c4ccccc4)CC3)cc(-c3cccnc3)nc2c1C is entered as D3 antag = 5.2; Abeta rescue = 27.3%; EPAC2 antag = -10.5%; D3 ag = 8.5; EPAC2 agonist = -13.3%; TDP-43 yeast inh = ?; FUS yeast rescue = 25.3%; aSyn rescue = 9.9%
# CCn1ccc(C(=O)Oc2ccc(Cl)cc2)n1 is entered as D3 antag = 5.3; Abeta rescue = -1.1%; EPAC2 antag = -1.0%; D3 ag = -0.2; EPAC2 agonist = 4.7%; TDP-43 yeast inh = 6.4%; FUS yeast rescue = -6.7%; aSyn rescue = 5.0%

# Next part:
SMILES,D3 antag,Abeta rescue,EPAC2 antag,D3 ag,EPAC2 agonist,TDP-43 yeast inh,FUS yeast rescue,aSyn rescue
COc1ccc(/C=N/NC(=O)CSc2ccccc2)cc1OC,8.2,5.4%,-5.7%,-6.5,0.7%,22.0%,.,3.2%
O=C(Nc1cccc(Cc2ccccc2)c1)Nc1ccc2nc([C@@H]3O[C@H](CO)[C@@H](O)[C@H](O)[C@H]3O)[nH]c2c1,32.8,5.0%,14.8%,2.5,-2.6%,?,38.2%,-3.8%
Cc1cccc(S(=O)(=O)c2cn(Cc3ccccc3)c3cc(N4CCOCC4)c(F)cc3c2=O)c1,.,-6.2%,.,-9.6,.,2.3%,-2.6%,.
C[C@H]1COC(=O)CC/C=C\C[C@H](CC(=O)N(CCO)Cc2ccccc2)C(=O)N1,20.0,-5.1%,-3.2%,4.3,15.0%,16.9%,-3.4%,1.0%
CCNC(=S)NNC(=O)c1csc(CC)c1,18.4,3.9%,-3.1%,-1.9,2.4%,-4.9%,24.5%,-0.2%
COc1ccc(CCNc2cc(C)nc3c(-c4ccccc4)c(C)nn23)cc1OC,9.7,-6.0%,2.7%,15.7,14.4%,23.2%,.,-7.7%
Cc1c(NC(=S)NC(NC(=O)C(C)C)C(Cl)(Cl)Cl)c(=O)n(-c2ccccc2)n1C (stereo unspecified),5.2,-1.6%,5.4%,5.4,-7.9%,20.4%,.,1.0%
COc1ccccc1/C=N/NC(=O)c1nnn(-c2nonc2N)c1CN(C)c1ccccc1,21.6,1.3%,-15.2%,-8.8,5.1%,18.6%,2.4%,5.2%
O=C(C1CC1)N1CCN(c2ccnc3cc(Cl)ccc23)CC1,-67.9*,0.6%,18.6%,1.8,-5.5%,17.7%,.,2.3%
Cc1ccc(Cl)cc1NC(=S)N(CCN(C)C)C(C)c1ccccn1 (stereo unspecified),7.1,26.7%,4.9%,-5.9,-2.3%,4.5%,4.4%,6.6%
O=C(CSc1ncccn1)N/N=C/c1cccc([N+](=O)[O-])c1,18.0,-16.1%,0.8%,26.0,7.2%,27.6%,19.8%,-1.3%
COc1ccc(Nc2ncc(C(=O)N3CCN(c4ccccc4OC)CC3)c3ccccc23)cc1,26.9,-5.5%&19.9%,-2.7%,7.3&8.6,-0.3%,16.8%&0.0%,39.6%&18.9%,6.1%
O=C(OCC#CCSc1nc2ccccc2o1)c1cc2ccccc2o1,0.0,16.0%,-0.8%,2.2,7.3%,4.3%,8.1%,-9.7%
CN1CCN(C(=O)C2=C[C@H](c3csc4ccccc34)C[C@H](OCCCCO)O2)CC1,0.0,-0.2%,4.5%,-0.6,-5.7%,0.6%,-17.2%,-8.0%
O=C(c1ccc(S(=O)(=O)N2CCOCC2)cc1)N(c1ccccn1)C1CCCCC1,-10.9,6.3%,-1.6%,14.2,9.1%,-14.1%,15.2%,-0.3%
COc1cc(/C=C/C(=O)OCC(=O)Nc2sc3c(c2C#N)CCC(C)C3)ccc1OCC#N (stereo unspecified),-10.2,-2.9%,-10.4%,3.5,-0.9%,-13.5%,21.1%,4.6%
Cc1cc(C)cc(NS(=O)(=O)c2c(C(=O)N3CCCCCC3)c(C)n(C)c2C)c1,18.5,15.2%,-3.3%,0.6,-4.4%,-7.2%,24.9%,4.4%
Cc1c([C@H]2[C@@H](CC#N)C2(C)C)c2ccccc2n1C,30.8,6.3%,8.7%,7.9,18.0%,16.2%,3.3%,4.2%
O=C(N/N=C/c1c(Cl)cccc1Cl)C(=O)NC1CC1,28.6,10.6%,-1.2%,4.2,1.1%,-4.2%[0.397 µM],21.4%,6.0%
COc1cccc(C(=O)N2CCC(N3CCN(Cc4ccc(F)cc4)C(=O)C3=O)CC2)c1,.,3.8%,.,8.4,.,14.8%,12.2%,.
O=C(Nc1cnccn1)C1c2ccccc2Oc2ccccc21,9.5,-6.2%,-3.9%,3.7,-1.0%,-14.7%,15.6%,-0.8%

# Screens: PubChem BioAssay, National Center for Advancing Translational Sciences (NCATS)

# A portion of the library; rates above refer to the full screens.
